From PubChem BioAssay
BLM inh: inhibitors of human Bloom syndrome helicase BLM | hit rate 0.2% among 350,000 | AID 2528 | Potency, µM (highest dose often 56.1 µM), for the others: top-dose activity change, negative = inhibition, most hits filed as inhibitors | recombinant BLM DNA unwinding, fluorescence dequenching;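 further: plate controls were vehicle for no effect and no enzyme for full effect; nearly all actives have a fitted effect of over 35% in size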
Pol kappa inh: blocks human DNA polymerase kappa activity | Q9UBT6 | purified Pol kappa, fluorescent DNA synthesis assay, 10 min | Potency, µM (titrated, usually from 107 µM), without a hit: top-dose activity, negative = inhibition, most hits filed as inhibitors | hit rate 0.53% among 400,000 | AID 588579; further: on the % scale 0 is the no-effect control and ±100 the full control effect
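50 nM final substrate added after 15 min RT preincubation of 10 nM Pol kappa with compound; fluorescence read at 0 and 10 min.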
Apoferritin bind: candidate novel general anesthetic via apoferritin binding. P02791. apoferritin/1-aminoanthracene competitive binding, fluorescence. Potency, µM (highest dose often 77.5 µM), without a hit: at the top dose activity change, negative = displacement, hits mostly inhibitors. hit rate 0.074% among 350,000. AID 485281; further: on the % scale 0 is the no-effect control and ±100 the full control effect; nearly all actives have a fitted effect of over 20% in size
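Horse-spleen apoferritin (10 uM) in 50% saturated 1-aminoanthracene in PBS was incubated 10 min at room temperature with compound. Fluorescence (ex 380, em 535 nm) was normalized to free and bound 1-AMA, with concentration-response fitted by a four-parameter Hill equation.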
G9a block: inhibitors of human histone lysine methyltransferase G9a | Q96KQ7 | G9a H3K9 monomethylation, AlphaScreen, 2 h | Potency, µM (doses to about 102 µM), without a hit: at the top dose activity, negative = inhibition, actives largely listed as inhibitors | hit rate 8.8% among 350,000 | AID 504332; further: on the % scale 0 is the no-effect control and ±100 the full control effect; nearly all actives have a fitted effect of over 75% in size
Target sequence (Q96KQ7 913-1193 limits assumed): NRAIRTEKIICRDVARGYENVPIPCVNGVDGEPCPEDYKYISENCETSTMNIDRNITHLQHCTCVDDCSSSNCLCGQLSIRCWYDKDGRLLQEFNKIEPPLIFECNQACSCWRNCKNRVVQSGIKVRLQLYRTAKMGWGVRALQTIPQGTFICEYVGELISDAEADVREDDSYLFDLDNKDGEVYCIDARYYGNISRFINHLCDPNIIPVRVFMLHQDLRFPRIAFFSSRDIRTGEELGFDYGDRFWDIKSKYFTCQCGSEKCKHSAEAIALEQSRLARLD
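Quantitative HTS format: methyltransferase activity on a biotin-tagged H3K9 peptide is measured by AlphaScreen, using a rabbit anti-monomethyl-H3K9 antibody with streptavidin donor and anti-IgG acceptor beads. Final levels are 20 nM enzyme, 500 nM peptide, 20 uM SAM; 2 h RT.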
APE1 inh: blocks human APE1 abasic DNA cleavage; recombinant APE1, TAMRA/BHQ-2 abasic DNA cleavage fluorescence; Potency, µM (highest dose often 65.8 µM), for inactives: at the top dose activity change, negative = inhibition, actives largely listed as inhibitors; hit rate 0.35% among 350,000; P27695;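 further: plate controls were vehicle for no effect and reference inhibitor for full effect; nearly all actives have a fitted effect of over 55% in size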
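0.75 nM APE1 + cpd, 15 min RT; start w/ 50 nM TAMRA/BHQ-2 THF-abasic dsDNA; kinetic fluor 525/598 nm ×3 reads @60 s; Δ(read3−read1); normalized to DMSO and NSC13755 control wells.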
BAZ2B block: blocks human BAZ2B. AlphaScreen BAZ2B-H3K14Ac peptide displacement. Potency, µM (doses to about 114 µM), for inactives: at the top dose activity change, negative = inhibition, most hits filed as inhibitors. hit rate 4.4% among 360,000. AID 504333; further: on the % scale 0 is the no-effect control and ±100 the full control effect; nearly all actives have a fitted effect of over 60% in size
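Multi-concentration screen (max 110 uM) measuring displacement of acetylated histone H3 peptide from BAZ2B by AlphaScreen, using 50 nM protein, 50 nM peptide and 10 ug/mL streptavidin donor plus Ni-chelate acceptor beads.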
Pol iota inh: inhibitors of human DNA polymerase iota | Potency, µM (series often up to 115 µM), without a hit: at the top dose activity, negative = inhibition, actives largely listed as inhibitors | Q9UNA4 | hit rate 1% among 390,000 | Pol iota fluorescent replication assay, 10 min
Target sequence (Q9UNA4 whole entry, looked up): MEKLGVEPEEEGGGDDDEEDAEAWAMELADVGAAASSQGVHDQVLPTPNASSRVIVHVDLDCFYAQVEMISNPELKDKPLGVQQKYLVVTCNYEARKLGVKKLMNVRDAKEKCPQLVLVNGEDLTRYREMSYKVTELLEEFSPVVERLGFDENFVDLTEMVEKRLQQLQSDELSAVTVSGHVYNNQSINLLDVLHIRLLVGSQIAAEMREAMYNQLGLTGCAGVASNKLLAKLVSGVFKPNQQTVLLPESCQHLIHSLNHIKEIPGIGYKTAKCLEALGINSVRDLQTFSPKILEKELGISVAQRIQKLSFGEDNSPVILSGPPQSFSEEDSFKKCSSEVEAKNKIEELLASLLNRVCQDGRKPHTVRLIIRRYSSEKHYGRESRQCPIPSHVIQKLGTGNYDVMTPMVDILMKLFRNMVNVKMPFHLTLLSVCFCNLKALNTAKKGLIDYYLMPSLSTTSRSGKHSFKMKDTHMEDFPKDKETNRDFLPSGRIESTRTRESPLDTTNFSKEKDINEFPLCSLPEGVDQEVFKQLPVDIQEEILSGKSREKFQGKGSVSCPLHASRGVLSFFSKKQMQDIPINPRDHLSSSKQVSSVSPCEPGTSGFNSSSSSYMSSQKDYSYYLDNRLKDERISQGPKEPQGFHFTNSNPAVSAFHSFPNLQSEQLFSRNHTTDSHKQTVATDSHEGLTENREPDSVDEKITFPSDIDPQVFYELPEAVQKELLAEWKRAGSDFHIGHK
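Fluorescent replication assay read twice, at 0 min and 10 min after adding 50 nM (final) substrate. Enzyme (10 nM) and compounds were first incubated 15 min at room temperature; enzyme-free buffer wells were negative controls.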
Pol beta inh: inhibitors of human DNA polymerase beta | P06746 | Pol beta primer extension/strand displacement, fluorescence kinetic | Potency, µM (doses to about 114 µM), for the others: at the top dose activity change, negative = inhibition, usual class: inhibitors | hit rate 1.3% among 340,000; further: on the % scale 0 is the no-effect control and ±100 the full control effect
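Values derive from four-parameter Hill fits of normalized kinetic data: reads at 0 and 10 min following addition of 50 nM substrate to 10 nM Pol beta preincubated 15 min with compound.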
POLH inh: blocks human DNA polymerase eta activity; Q9Y253; Potency, µM (top dose mostly 114 µM), for inactives: at the highest dose activity change, negative = inhibition, most hits filed as inhibitors; hit rate 1.2% among 390,000; AID 588591; recombinant Pol eta, fluorescent DNA replication assay; further: on the % scale 0 is the no-effect control and ±100 the full control effect
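Pol eta at 10 nM preincubated with compounds 15 min at room temperature; reaction started with fluorescent substrate (50 nM final) and read kinetically at 0 and 10 min.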
* hit, by the source's call; ? = inconclusive; . = not tested or not shown; & = joins results of further samples; [ ] = another dose, or the depositor's remark. The call rests on the fitted dose curve; in most records, active means well fitted curve in the direction sought with a large enough effect; inconclusive means small, poorly fitted or top-dose-only effect, or another doubt; inactive means no such curve, though single readings can be large; an effect the other way counts as inactive or inconclusive. Potency means the concentration at half of the fitted maximal effect.

Values in the order: BLM inh	Pol kappa inh	Apoferritin bind	G9a block	APE1 inh	BAZ2B block	Pol iota inh	Pol beta inh	POLH inh
C[C@@H]1C[C@@H]2[C@H]([C@H]3C=C(COC(=O)c4ccccc4)[C@@H](O)[C@]4(O)[C@@H](O)C(OC(=O)c5ccccc5)=C[C@@]14C3=O)C2(C)C
    -11.9%	?	8.8%	.	-5.7%	.	.	.	.
c1ccc(C[n+]2ccccc2)cc1
    .	-17.2%	.	16.0%[2.33 µM]	2.2%	16.0%	2.2%	.	-7.0%
O=C(O)/C=C\C(=O)Nc1ccc(Oc2ccc(Br)cc2)cc1
    -2.7%	7.1%	?	?	-3.5%	50.1µM*	-19.1%	-22.6%	-16.1%
CC(C)C/C(=N/O)c1c[nH]c2ccccc12
    1.1%	-6.5%	?	6.1%[12.7 µM]	-4.4%	0.0%	16.9%	-28.0%	-3.5%
Cc1ccc(C(=O)O)cc1N=Nc1c(O)[nH]c(=O)[nH]c1=O
    -0.3%	-5.8%	-1.3%	?	-9.6%	-36.6%	25.1%	10.6%	-21.3%
CC(C)(C)C(=O)Cn1c(NCCCl)nc2ccccc21
    -7.5%	-6.0%	-5.0%	39.8µM*	-1.5%	-21.5%	74.7%[activator]	15.0%	-14.4%
CCCCn1c(NC(=O)c2ccc(Br)o2)c(C(=O)OCC)c2nc3ccccc3nc21
    22.4µM*	-10.4%	249.3%[activator]	?	5.6%	-4.4%	?	?	22.4µM*
O=C(c1ccc(Cl)cc1)C12CN3CN(CN(C3)C1)C2
    -1.0%	5.0%	-13.7%	8.6%	10.4%	10.9%	6.3%	37.1%	5.3%
C[C@]12CCC3[C@@H](CCC4=CC(=O)CC[C@@]43C=O)C1CCC2=O (some centres not stated)
    2.6%	-17.1%	2.8%	3.2%	3.6%	-18.3%	-23.6%	6.1%	-0.7%
CN(C)C(Cc1ccccc1)C(=O)c1ccccc1 (configuration not stated)
    3.1%	-23.6%	-4.7%	-10.3%[59 µM]	-8.1%	-10.7%	?	-1.1%	-16.3%
Clc1cccc(Cl)c1Cn1nnc(N2CCCC2)n1
    -2.0%	4.8%	7.4%	-4.1%	-1.2%	3.1%	34.4%[activator]	-4.7%	-15.1%
COc1ccc(N2CCN(Cc3nc4c(c(=O)[nH]c(=O)n4C)n3Cc3ccc(Cl)cc3)CC2)cc1
    -3.9%	-16.7%	-5.7%	-33.5%[59 µM]	.	?	25.9%	-17.7%	-7.5%
COC(=O)c1ccccc1NC(=O)c1cc(-c2ccccc2O)no1
    -4.5%	-16.6%	164.4%[activator]	-36.7%[59 µM]	.	-17.4%	29.0%	2.8%	-4.8%
COc1ccc(CNC(=O)CCC(=O)N2C[C@H]3C[C@H](C2)c2cccc(=O)n2C3)cc1OC
    -0.7%	10.1%	-12.5%	.	3.3%	-2.9%	14.3%	63.4%	-21.1%
COc1ccccc1-n1c(Cc2ccccc2)nc2ccccc2c1=O
    -13.5%	-9.4%	-13.7%	-1.2%	-1.1%	1.3%	89.7%[activator]	12.1%	-3.8%
O=C(c1ccc2c3c(cccc13)CC2)C1CCCN(Cc2ncc[nH]2)C1 (configuration not stated)
    7.3%	-4.7%	-3.5%	?	-4.7%	?	75.3%[activator]	-13.7%	-17.6%
CCn1c(=O)cc(SCC(=O)N2CCC3(CC2)OCCO3)c2ccccc21
    1.1%	-5.5%	-13.3%	8.6%	-0.6%	-5.1%	7.7%	29.2%	-7.0%
COc1ccc(N(CC(=O)Nc2cccc(SC)c2)S(C)(=O)=O)cc1Cl
    -19.3%	-7.9%	-8.4%	-3.2%[59 µM]	-0.2%	?	0.3%	?	-14.3%
c1csc(CN2CCC3(CCNCC3)CC2)n1
    16.9%	3.4%[60.1 µM]	.	4.4%[12.7 µM]	17.0%	.	.	.	.
Cn1c2ccccc2c2c(C(=O)N3CCC4(CC3)OCCO4)cn(C3CCCCC3)c(=O)c21
    -0.4%	-20.9%	-7.5%	-12.2%	3.2%	-10.3%	-1.0%	8.5%	-2.2%
O=C1CSC(c2ccccc2Cl)c2cc(Cl)ccc2N1 (configuration not stated)
    .	-2.3%[19.4 µM]	-10.6%	10.8%[59 µM]	-8.3%	.	.	.	.
O=C(O)Cn1cc(C(=O)c2ccccc2F)c2ccccc21
    -6.1%	-6.7%	-3.1%	-9.9%	14.6%	-12.8%	132.0%[activator]	29.1%	-14.1%
COc1ccc(C(=O)C2CCCN(Cc3ccccn3)C2)c(OC)c1 (configuration not stated)
    3.9%	-2.5%	-10.5%	4.8%[12.7 µM]	-1.1%	-18.1%	-3.3%	59.4%[activator]	-0.4%
O=C(CSC1c2ccccc2-c2ccccc21)N/N=C/c1ccccc1O
    -13.5%	-18.4%	-10.1%	19.2%	-3.6%	7.9%	-1.3%	11.9%	-11.6%
COc1ccc(OC)c([C@H](O)[C@H](C)N)c1
    0.9%[21.4 µM]	-4.3%[12 µM]	-2.8%[29.3 µM]	19.1%[21.5 µM]	-1.8%[21 µM]	.	.	.	.
COc1ccc(C2=NCc3nnc(C)n3-c3ccc(Cl)cc32)cc1Cl
    2.8%	-7.7%	-1.9%	-4.6%[59 µM]	-1.8%	11.4%	10.9%	-2.2%	4.4%
O=C(NNc1c(F)c(F)cc(F)c1F)c1cc2ccccc2oc1=O
    -1.1%	-0.7%	-7.5%	-25.5%	-2.9%	.	92.3%[activator]	-5.7%	-17.8%
COc1ccc(OCC(=O)N2CCN(C3CCC(c4ccccc4)CC3)CC2)cc1 (configuration not stated)
    -3.3%	-2.5%	5.5%	?	1.8%	50.1µM*	31.4%[activator]	-4.3%	-8.4%
CC(C)(C)c1nc(NCc2ccc3c(c2)OCO3)c2nnn(Cc3ccccc3Cl)c2n1
    -0.7%	-6.1%	8.4%	16.5%[59 µM]	-0.6%	2.3%	-5.4%	3.0%	-17.5%
CC(=NCCN1CCOCC1)c1c(O)n(C2CCCCC2)c(=O)[nH]c1=O
    -1.2%	1.7%	-15.7%	?	-6.5%	-1.5%	10.1%	-19.0%	-12.0%
COC(=O)C1=C(c2ccc(C(C)=O)cc2)C[C@@H]2CC[C@H]1N2C(=O)N1CCOCC1
    .	-1.4%	.	12.2%[2.33 µM]	-2.1%	7.0%	-7.6%	.	-5.6%
C/C=C(\C)C(=O)N[C@@H](c1ccccc1)[C@@H](O)C(=O)O[C@H]1C[C@@]2(O)[C@@H](OC(=O)c3ccccc3)C3[C@](C)(C(=O)[C@H](OC(C)=O)C(=C1C)C2(C)C)[C@@H](O)C[C@H]1OC[C@@]31OC(C)=O (some centres not stated)
    -2.0%&-10.0%	0.2%	?	?	6.5%&2.6%	-22.9%	17.4%	2.0%	-17.0%
Cn1c(O)c(/C=N/NC(=O)c2ccncc2)c(=O)n(C)c1=S
    -8.2%	-21.4%	-2.9%	27.8%[12.7 µM]	-2.7%	?	?	-19.4%	-8.2%
NC[C@@H](CC(=O)O)c1ccc(Cl)cc1
    -3.7%	-5.5%[19.4 µM]	33.3%[activator][29.3 µM]	15.3%[21.5 µM]	-7.7%	.	.	.	.
C=CCn1c(-c2ccc([N+](=O)[O-])cc2)n[nH]c1=S
    2.1%	-16.5%	-9.8%	5.62µM*	1.5%	-3.7%	3.1%	-26.4%	-7.2%
Cc1ccc(-n2nc(C)c3c2NC(=O)CSC3c2ccc3c(c2)OCO3)cc1 (configuration not stated)
    -8.8%	?	-22.2%	?	-2.9%	.	?	-26.6%	?
Cc1ccc(NC(=O)OC(C)CNC(=O)Oc2cccc(C)c2)cc1 (configuration not stated)
    -8.3%	-11.3%	?	2.5%	4.4%	?	-13.1%	1.4%	-22.1%
O=C(Nc1cccc(C(F)(F)F)c1)c1cccn(Cc2ccc3c(c2)OC(F)(F)O3)c1=O
    -10.5%	-8.4%	?	67.4%[activator]	-1.3%	3.4%	20.6%	?	-15.9%
CN(C)c1ccc(NC(=O)CN2C(=O)CN=C(c3ccccc3)c3ccccc32)cc1
    -0.6%	-5.7%	-16.1%	.	10.7%	39.8µM*	-7.9%	41.9%	-15.2%
O=C1NC(=O)N(c2ccc3c(c2)OCO3)C(=O)/C1=C\c1ccc(N2CCCCC2)o1
    2.3%	-0.1%	-4.0%	-11.8%[59 µM]	-6.7%	-27.7%	15.8%	22.8%	-9.2%
CCCCCCn1c(O)c(/C=N/N2CCCCCC2)c(=O)[nH]c1=O
    -1.6%	0.2%	2.6%	4.0%	?	-3.5%	54.4%[activator]	-26.5%	-6.8%
CN1C(=O)C(=Cc2ccccc2OCCOc2ccc([N+](=O)[O-])cc2)C(=O)N(C)C1=O
    -2.6%	-9.3%	?	10µM*	6.0%	50.1µM*	?	0.0%	-13.1%
C=C(c1ccccc1)P(=O)(O)O
    1.7%	-18.6%	4.0%	6.6%	2.1%	4.5%	-3.5%	-1.8%	-9.1%
O=c1[nH]c(=O)n(Cc2ccc(F)cc2)c(O)c1C=NCCCO
    2.7%	-2.9%	-11.2%	25.8%[59 µM]	-0.1%	-3.2%	14.0%	-6.7%	-13.3%
O=P(Oc1ccccc1)(Oc1ccccc1)C(O)c1ccccc1 (configuration not stated)
    .	4.8%	.	-9.4%[2.33 µM]	-10.2%	-3.3%	4.4%	.	-2.4%

Entries of single compounds as entered above:
Shown for NC[C@@H](CC(=O)O)c1ccc(Cl)cc1 = BLM inh = -3.7%; Pol kappa inh = -5.5%[19.4 µM]; Apoferritin bind = 33.3%[activator][29.3 µM]; G9a block = 15.3%[21.5 µM]; APE1 inh = -7.7%; BAZ2B block = .; Pol iota inh = .; Pol beta inh = .; POLH inh = .
Shown for Cn1c(O)c(/C=N/NC(=O)c2ccncc2)c(=O)n(C)c1=S = BLM inh = -8.2%; Pol kappa inh = -21.4%; Apoferritin bind = -2.9%; G9a block = 27.8%[12.7 µM]; APE1 inh = -2.7%; BAZ2B block = ?; Pol iota inh = ?; Pol beta inh = -19.4%; POLH inh = -8.2%

A portion of the library (hit frequency here may not be typical).
